# Furin inh: human furin inhibition; P09958; purified furin, fluorogenic substrate cleavage; inhibition, % at 30 µM; 220,000 tested, 0.061% active; AID 463115; in the data active = inhibition above about 25%; also: inactives centre near -15
# Target sequence (P09958 108-714 limits assumed): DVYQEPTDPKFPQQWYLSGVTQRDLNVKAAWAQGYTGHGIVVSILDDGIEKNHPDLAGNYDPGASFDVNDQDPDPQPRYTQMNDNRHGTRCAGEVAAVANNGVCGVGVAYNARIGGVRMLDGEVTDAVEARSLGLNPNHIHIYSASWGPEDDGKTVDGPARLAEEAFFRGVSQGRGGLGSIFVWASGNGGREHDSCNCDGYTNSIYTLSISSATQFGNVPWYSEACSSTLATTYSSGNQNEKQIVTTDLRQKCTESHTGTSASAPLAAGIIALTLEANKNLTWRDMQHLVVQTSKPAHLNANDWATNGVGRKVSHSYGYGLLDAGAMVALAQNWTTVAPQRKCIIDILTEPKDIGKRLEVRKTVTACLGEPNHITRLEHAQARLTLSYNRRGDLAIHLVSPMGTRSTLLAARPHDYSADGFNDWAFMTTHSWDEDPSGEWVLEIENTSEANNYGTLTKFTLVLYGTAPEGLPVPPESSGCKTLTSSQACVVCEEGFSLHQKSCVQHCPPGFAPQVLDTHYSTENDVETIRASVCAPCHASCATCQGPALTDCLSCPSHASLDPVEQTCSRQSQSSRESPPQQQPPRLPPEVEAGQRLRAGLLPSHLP
# KLK5 inh: blocks human kallikrein 5 protease activity; Q9Y337; recombinant hK5, fluorogenic AMC substrate cleavage; inhibition, % at 5 µM; 210,000 tested, 0.59% active; AID 873;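 active = inhibition of 40% or more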;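 also: 0% = enzyme controls without compound and 100% = no-enzyme blanks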
# NCF1 inh: blocks human p47phox regulatory protein of NADPH oxidases; P14598; p47phox/p22phox peptide binding, fluorescence polarization, 2 h; inhibition, % at 24.7 µM; 220,000 tested, 0.53% active; AID 1274;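 also: 0% = p47phox with labelled peptide and 100% = labelled peptide alone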
# Rad51 HR inh: blocks human Rad51 in homologous recombination. Q06609. hRad51 DNA strand exchange, fluorescence dequenching. inhibition, % at 10 µM. 200,000 tested, 0.085% active;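 active = inhibition above 40% at the single screening dose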;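 also: 0% = DMSO control wells and 100% = blanks with heterologous ssDNA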
# Target sequence (Q06609 whole entry, looked up): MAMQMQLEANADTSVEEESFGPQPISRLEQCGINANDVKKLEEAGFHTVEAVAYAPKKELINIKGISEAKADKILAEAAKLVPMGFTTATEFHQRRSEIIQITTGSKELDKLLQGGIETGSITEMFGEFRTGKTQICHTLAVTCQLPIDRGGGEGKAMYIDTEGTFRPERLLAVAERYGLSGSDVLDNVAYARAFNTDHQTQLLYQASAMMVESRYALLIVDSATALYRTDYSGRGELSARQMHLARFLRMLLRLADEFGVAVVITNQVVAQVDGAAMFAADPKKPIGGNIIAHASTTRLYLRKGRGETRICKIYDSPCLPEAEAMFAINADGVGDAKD
#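 material = hRad51 filaments on single-stranded DNA | timing = filaments 15 min 37 °C, then compound 30 min | signal = FRET fluorescence dequenching, excitation 485 nm, emission 520 nm | benchmarks = control wells and blank wells on each plate | evaluation = percent inhibition relative to plate controls and blanks | compound = 10 µM final, single point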
# KCC2 mod: KCC2 (human) Cl- transport modulation. Q9H2X9. KCC2 cells, thallium flux FluoZin-2 fluorescence. B-score of Tl+ flux slope (higher = more flux/activation; lower = inhibition) at 10 µM. 190,000 tested, 2.2% active;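 active = thallium flux slope and its plate-corrected score both differing from the plate sample mean at a set confidence after two filtering rounds, in either direction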;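 also: slope of fluorescence scaled to starting intensity during 10 to 20 s after thallium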
# thrombin 1536: blocks human thrombin protease activity | P00734 | alpha-thrombin, Boc-VPR-AMC fluorogenic substrate cleavage | inhibition, % at 5 µM | 220,000 tested, 0.26% active | AID 1046;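 active = inhibition at or above 40%; inactive = inhibition below 40%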;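 also: 0% = enzyme with no compound and 100% = wells without enzyme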
#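 System: human alpha-thrombin protein; Compound dosing: one concentration per compound, 5 µM, with 0.2% DMSO; Timing: reaction at room temperature; Technique: AMC fluorescence, 355/460 nm; Controls: enzyme without compound as high, wells lacking enzyme as low.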
# 14-3-3 Bad inh: disrupts binding of bovine 14-3-3 zeta to phospho-Bad peptide. P63103. TR-FRET 14-3-3zeta/Dy647-pBad peptide displacement, 1 h. inhibition, % at 21.7 µM. 220,000 tested, 0.71% active. AID 781;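 active = inhibition above about 70%, limit read from the data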;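 also: 0% = full 14-3-3 plus peptide FRET controls and 100% = background without 14-3-3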
# eIF4E 4G PPI: inhibitors of eIF4E and eIF4G interaction in translation initiation | TR-FRET eIF4E-eIF4GI(517-606) binding, 2 h | inhibition, % at 21.7 µM | 220,000 tested, 0.37% active;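 also: 0% = full FRET control wells and 100% = background wells lacking eIF4GI fragment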
# EBV gp42 block: EBV gp42 inhibition. inhibition, % (tested at 21.74 µM). AID 1085. 220,000 tested, 0.42% active. Q1HVG2. Fluorescence polarization binding assay, mP read-out; in the data active = inhibition above about 50%
# An asterisk follows results filed as active; · = not tested or not shown; [ ] = another dose, or the depositor's remark.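 The calls were made as follows, unless noted: active = inhibition above about 30% (limit read from the data); inactive = the rest.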
# Sample of the layout (4 entries):
SMILES,Furin inh,KLK5 inh,NCF1 inh,Rad51 HR inh,KCC2 mod,thrombin 1536,14-3-3 Bad inh,eIF4E 4G PPI,EBV gp42 block
CCCNC(=O)c1cc(-c2ccco2)on1,-24[20 µM],-15,-6,4,0.096,-5,6,3,0
Cc1ccc2c(C)nc(Nc3nc(CSc4nnc(C)s4)cc(=O)[nH]3)nc2c1,-9[20 µM],-18,4,·,-0.024,5,4,0,-12
Cc1ccc(C(=O)CSc2nnnn2Cc2ccccc2)cc1C,-25,2,-12,·,-1.2,0,0,-9,-9
N#CCSc1nnc(N)s1,-14,0,2,0,·,-3,-5,-6,-6

# The listing, from the first entry:
SMILES,Furin inh,KLK5 inh,NCF1 inh,Rad51 HR inh,KCC2 mod,thrombin 1536,14-3-3 Bad inh,eIF4E 4G PPI,EBV gp42 block
CCCNC(=O)c1cc(-c2ccco2)on1,-24[20 µM],-15,-6,4,0.096,-5,6,3,0
Cc1ccc2c(C)nc(Nc3nc(CSc4nnc(C)s4)cc(=O)[nH]3)nc2c1,-9[20 µM],-18,4,·,-0.024,5,4,0,-12
Cc1ccc(C(=O)CSc2nnnn2Cc2ccccc2)cc1C,-25,2,-12,·,-1.2,0,0,-9,-9
N#CCSc1nnc(N)s1,-14,0,2,0,·,-3,-5,-6,-6
Cc1nc2ncnn2c(C)c1C/C=C/c1ccccc1,-31,-3,6,4,-2.4,-5,-3,-2,1
Cc1n[nH]c(=S)n(/N=C/c2cccc([N+](=O)[O-])c2)c1=O,-10,-7,-5,16,·,0,-12,2,-10
O=C(CN1CCCCCC1)NN(Cc1ccccc1)c1ccccc1,-10,0,0,16,-1.5,-1,34,5,-24
O=c1oc2ccccc2c2c1ncn2C1CCCCC1,-12[20 µM],17,13,2,·,-3,2,-8,-9
COC(=O)CCC(=O)Nc1ccc(NC(=O)CCC(=O)OC)cc1,-25,6,0,-3,-0.0022,4,3,0[fluorescence artefact?],4
O=C(Nc1ccc(S(=O)(=O)Nc2ccccn2)cc1)C(F)(F)F,-18,·,·,·,0.11,0,1,8,-6
COc1cccc(-c2noc(-c3cccnc3)n2)c1,-29,-8,-3,-2,1.6,-5,8,3,1
COc1cccc(-n2c(=O)n(Cc3ccccc3)c(=O)c3[nH]cnc32)c1C,-26,2,-13,10,-2.1,0,-4,0,-16
O=C(c1cnn2ccccc12)N1CCCc2ccccc21,-36,-2,-2,-8,·,-2,2,4,-18
COC(=O)c1ccc(NC(=S)N2CCN(Cc3ccccc3)CC2)cc1,-23[20 µM],-2,-8,-2,-2.4,2,0[fluorescence artefact?],-8,-16
Cc1ccc(Nc2n[nH]c(C)c2[N+](=O)[O-])c(C)c1,-16,-14,6,4,·,-6,8,-1[fluorescence artefact?],5
Cc1ccc(CNC(=O)C2CC(=O)N(CCC(C)C)C2)cc1 (centres undefined),-30,0,-14,2,1.3,6,-11,-3,2
Cc1ccc(-n2c(N)c(S(=O)(=O)c3ccccc3)c3nc4ccccc4nc32)cc1,-24,-21,-36,8,0.32,-3,21,2,1
CC(CC(C)C(=O)Nc1ccccc1C(C)(C)C)C(=O)O (centres undefined),-18[20 µM],-11,0,4,-0.66,-4,1,-3[fluorescence artefact?],2
O=C(NC1CC1)c1sc2cc([N+](=O)[O-])ccc2c1Cl,-12,-10,10,16,0.26,-3,5,-1,-4
CSC(=N/N=C(\N)c1cnccn1)SC,3,-17,0,4,0.43,-11,-5,18[fluorescence artefact?],-6
CC(C)(C)OC(=O)N1CCC(C(N)=O)CC1,-21,-7,-21,7,1.1,-2,4[fluorescence artefact?],7,-20
O=C(NN1CCOCC1)c1cccc2ccccc12,-22,-5,-2,-4,-0.84,-4,-2,2,-17
CCCc1c(C(=O)NNc2ccccc2OC)cnn1-c1ccccc1,-10,-3,-4,16,-0.14,-2,6,-1,-8
Cc1cc(SCCC(=O)O)nc2c(C)cccc12,-14[20 µM],-3,-7,-3,-1.7,3,5,5,-11
c1ccc(-c2nccc(-c3ccco3)n2)nc1,-17,-20,-13,-1,2.4,5,-10,-3,-16
CCN(CCNC(=O)C1CCN(S(=O)(=O)c2c(C)noc2C)CC1)c1ccccc1,-26,·,-4,·,0.21,-2,-2,3,-3
COc1cc(NC(=O)c2ccco2)ccc1NC(=O)c1ccccc1Cl,-8[20 µM],1,-13,5,1.1,-5,-2,-4,2
O=C(Nc1cccc(NC(=O)c2ccco2)c1)c1ccc2c(c1)OCCO2,-9,-5,-8,-6,0.7,-6,8,4,-5
CCOC(=O)N1CCC(NC(=O)c2cc3sccc3n2CC)CC1,-14,-3,4,-3,·,-5,-4,0,1
Cc1csc(NC(=O)CSc2nnc(Cc3cccn3C)n2-c2ccc(F)cc2)n1,-9,-2,3,-8,0.86,3,2[fluorescence artefact?],-6[fluorescence artefact?],-4
CCCOc1ccccc1N1C(=O)CC(N(O)c2ccccc2)C1=O (centres undefined),-36,-6,6,6,0.12,9,-23,2,-9
NC(=O)c1oc2ccccc2c1NC(=O)c1ccccc1,-9[20 µM],-11,-13,6,·,4,-7,0,-3
Cc1ccc2nc(N3CCC(C(=O)O)CC3)nc(-c3ccccc3)c2c1,3,-3,-8,-2,-2.4,4,-7,11,25
COC(=O)c1sc(NC(=O)c2c(F)cccc2F)c(C#N)c1C,-31,11,·,·,-1.1,1,1,1,-1
O=C(CC1S/C(=N/N=C/C=C/c2ccccc2)NC1=O)Nc1ccc(C(=O)O)cc1 (centres undefined),-36,-4,-11,12,-0.61,-5,-18,1,-19
O=S1(=O)C[C@H]2NC(=S)N(c3ccccc3)[C@H]2C1,-16,-3,-9,-1,0.35,4,-8,1,-15
O=C(NCCC1=CCCCC1)C1CCCN(S(=O)(=O)c2cccnc2)C1 (centres undefined),-42,4,-1,4,0.47,-9,-12,-2,-4
CCOc1ccc(CN(CCO)CCO)cc1C(=O)OC,-19,-10,-8,-1,1.1,-5,-2,-1,-14
CC1CCCC(NC(=S)Nc2ccc(SC(F)F)cc2)C1C (centres undefined),-15[20 µM],4,1,-1,0.48,0,22,-6,-9
Cc1cc(C)cc(NC(=O)c2ccc([N+](=O)[O-])o2)c1,-4,30,2,-2,-0.038,24,-9,-1,-4

# Part of the list above, with tabs.
Compound	Furin inh	KLK5 inh	NCF1 inh	Rad51 HR inh	KCC2 mod	thrombin 1536	14-3-3 Bad inh	eIF4E 4G PPI	EBV gp42 block
CCN(CCNC(=O)C1CCN(S(=O)(=O)c2c(C)noc2C)CC1)c1ccccc1	-26	·	-4	·	0.21	-2	-2	3	-3
COc1cc(NC(=O)c2ccco2)ccc1NC(=O)c1ccccc1Cl	-8[20 µM]	1	-13	5	1.1	-5	-2	-4	2

# Continued:
SMILES,Furin inh,KLK5 inh,NCF1 inh,Rad51 HR inh,KCC2 mod,thrombin 1536,14-3-3 Bad inh,eIF4E 4G PPI,EBV gp42 block
CCCn1c(=O)c(C(=O)NNS(=O)(=O)c2ccc(Cl)cc2)c(O)c2ccccc21,-7,-23,-10,0,-0.015,3,-18,0,-8
COc1ccc(OC)c(NC(=O)CSc2nnc(C3CCCCC3)o2)c1,-23,-1,-8,0,0.15,-1,-8,4,-10
O=C(CSc1oc(-c2ccco2)nc1S(=O)(=O)c1ccccc1)NCC1CCCO1 (centres undefined),10[20 µM],-1,-14,6,0.91,3,7,-1,0
Cc1cccc(NC(=O)c2ccc([N+](=O)[O-])s2)c1C,-12,-16,-15,·,-0.5,3,3[fluorescence artefact?],0,-20
Cc1ccc(S(=O)(=O)NCC(=O)Nc2ccc(C(F)(F)F)cc2)cc1,-10[20 µM],4,-15,2,-0.82,-1,-5,-1,-16
O=c1ccc(N=Nc2ccccc2)ccc1O,-2,-11,-17,-8,151*,-1,-11,3,-15
Cc1ccc(/C=N/N2CCN(Cc3ccccc3)CC2)o1,11[20 µM],-5,-2,1,0.042,-3,42[fluorescence artefact?],9,-26
CC(=O)c1ccc(N2CCN(C(=O)CCN3C(=S)NC(C)(C)CC3C)CC2)cc1 (centres undefined),-11,4,-4,7,0.85,4,-5,6,-7
O=C(NCc1ccc2c(c1)OCO2)C1CCCN1C(=O)Nc1ccc(F)cc1 (centres undefined),-24,-13,-4,0,·,-6,3,2,-2
O=C(/C=C/c1ccccc1)Nc1ccc(CN2CCOCC2)cc1,-13,11,-4,4,0.0037,-7,-1[fluorescence artefact?],2,-7
COc1cccc(/C=C2\SC(=S)N(N3C(=O)CCCC3=O)C2=O)c1,-12,-25,0,-3,0.92,0,-5,-6,-8
Cc1c(C(=O)C(=O)NCc2cccs2)c2ccccc2n1C,-3,8,·,·,-0.94,-7,4,-1,-5
COC(=O)c1c(NC(=O)c2ccoc2C)sc2c1CCC2,-12[20 µM],0,-14,0,-0.043,0,7,6[fluorescence artefact?],-8
Cc1cc(C)c(S(=O)(=O)NCC2CCC(C(=O)NCc3ccc4c(c3)OCO4)CC2)c(C)c1 (centres undefined),-5[20 µM],2,-24,-1,0.12,-6,1,-3,-7
CCCCC1S/C(=N/N=C/c2ccco2)NC1=O (centres undefined),-11,0,-7,·,-0.28,2,-18[fluorescence artefact?],-2,-26
Cc1ccc(-c2nn(CC(=O)NC(C)c3ccccc3)c(=O)c3ccccc23)cc1 (centres undefined),-7[20 µM],32,-18,-3,-0.35,24,0,-18,-2
CC(=O)c1ccc(N2CCN(C(=O)Nc3ccc(Cl)cc3)CC2)cc1,-7,-13,-9,11,-0.36,6,9,3,-10
COCCNC(=O)C1CC(c2ccc([N+](=O)[O-])cc2)=NO1 (centres undefined),-20[20 µM],0,8,-4,0.71,-3,22,5,-2
O=C(Nc1ccccc1)Nc1ccc(C(=O)N2CCOCC2)cc1,-9[20 µM],5,4,-3,-0.12,-4,-15,1,1
CCN(CC)C(=O)C1CCCN(Cc2ccc(N(C)C)cc2)C1 (centres undefined),·,29,6,4,·,-1,48,1,-12
CCOc1ccc(NC(=S)N2CCN(c3ccc(N4CCOCC4)nn3)CC2)cc1,-2,18,-72,1,-0.29,10,-2,0,-13
CC(O)CNCCCOc1ccc(Cl)cc1C(C)(C)C (centres undefined),-18,·,-2,14,0.62,-3,40,2,-5
C=C1c2cc(C)ccc2NC(=O)N1c1ccc(C)cc1,-21[20 µM],-9,-15,1,·,0,-1,3,-6
O=C(Nc1ccc(Cl)cc1)c1ccc(-n2cccn2)c([N+](=O)[O-])c1,-20[20 µM],-32,-9,-7,·,5,5,4,-13
COCCCNC(=O)CCn1c(=O)c2ccccc2n(CC(=O)NCCc2ccc(OC)c(OC)c2)c1=O,-17,2,2,8,0.47,-8,-12,-1,3
COc1ccc(-c2nnc3ccc(SC)nn23)cc1,-32,4,3,1,-1.9,3,-7[fluorescence artefact?],-4[fluorescence artefact?],-13
COc1ccc(-c2n[nH]c(=S)n2C2CCCCC2)cc1,-31,0,-3,11,2.6,-4,-11,2[fluorescence artefact?],-9
CCN(C(=O)CSc1nnc(C)n1-c1ccccc1)C1CCS(=O)(=O)C1 (centres undefined),-18,-6,-13,17,0.15,-14,-16,3,-15
CC1(C)Cc2c(sc3c2c(=O)n(-c2cccc(Cl)c2)c(=O)n3CC(N)=O)CO1,-21,3,-8,10,-0.054,0,-4,-9,8
COc1cccc(-c2nn(C)c3sc(C(=O)NCc4ccc(C)cc4)cc23)c1,-14[20 µM],5,-14,-5,0.32,-3,7,-1,-3
NC1=NC2(CCCCC2)N(c2cccc(Cl)c2)C(N)=N1,-15[20 µM],23,1,4,0.96,10,-4[fluorescence artefact?],4[fluorescence artefact?],-1
COC(=O)N/N=C(\C)c1ccc2ccccc2c1OC(F)F,-12,-17,-3,0,-0.84,0,-25,2,-14

# Screening results as filed in PubChem.
